mHTT CaM bind: inhibitors of human mutant huntingtin-calmodulin interaction; 190,000 tested, 3.6% active; inhibition, % at 15 µM; AlphaScreen His-mHTT/GST-CaM binding, luminescence; P42858; AID 1671202;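 also: 0% = both proteins with DMSO and 100% = one protein alone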
Pf apPOL block: Pf-apPOL DNA polymerase inhibition | Recombinant Pf-apPOL, molecular beacon fluorescence, 1.5 h | inhibition, % at 10 µM | 210,000 tested, 0.25% active | AID 1794808
An asterisk follows results filed as active; x = not tested or not shown; & = joins results of further samples. Rule as the data show it: active = inhibition above about 50%; inactive = the rest.

Results follow in this order: mHTT CaM bind, Pf apPOL block
> CC(C)CC(NC(=O)CC12CC3CC(CC(C3)C1)C2)C(=O)NC1=NCCS1 (centres undefined)
 : 17, -1
> Cc1ccc2c(c1)C(c1ccc(F)cc1)N(C(=O)c1c(F)cccc1Cl)CC(=O)N2 (centres undefined)
 : 22, -2
> OC1CN=C2CCCc3c2n(c2c(Br)cccc32)C1 (centres undefined)
 : 8, 0
> O=C(O)C1CC(C(=O)O)C(C(=O)O)CC1C(=O)O (centres undefined)
 : -3, -6
> O=C1OC(c2ccccc2)=N/C1=C/c1cccc(Cl)c1
 : 3, -2
> COc1ccc(CCNC(=O)C2CCN(S(=O)(=O)N3CC(C)CC(C)C3)CC2)cc1OC (centres undefined)
 : 2, -11
> Cc1nc(-n2cc(F)c(=O)[nH]c2=O)c2nc(C)oc2n1
 : -3, -13
> O=C(NCc1cc(F)ccc1F)C1CCN(c2cncnc2N2CCCC2)CC1
 : 6, -8
> O=[N+]([O-])c1ccc(N2CCN(CCO)CC2)c(Cl)c1
 : 0, 31
> O=C1C2C3C=CC(C2C(=O)N1Cc1cccnc1)C1C(=O)N(Cc2cccnc2)C(=O)C31 (centres undefined)
 : -2, 3
> COc1ccc2c(c1)OC(=CC=Cc1ccccc1OC)C2=O
 : -9, 2
> Cc1sc2ccn(C)c(=O)c2c1C(=O)NC1CCCCCC1
 : 15, 4
> Brc1ccc(C2CC(c3cccs3)n3nnnc3N2)cc1 (centres undefined)
 : 0, 2
> S=c1[nH]c2ccc(Cc3ccc4[nH]c(=S)[nH]c4c3)cc2[nH]1
 : 41, x
> CCOc1cc2c(-c3cc4cccc(OC)c4o3)cc(=O)oc2cc1C
 : -6, 3

The list goes on.
Results follow in this order: mHTT CaM bind, Pf apPOL block
> Cc1ccc(C(=O)Nc2ccccc2C(=O)O)o1
 : -4, 0
> Cc1cc(Cl)cc(Cl)c1OCC(=O)O
 : 2, -4
> CN(C)c1ccc(N2C(=O)/C(=C/c3ccc([N+](=O)[O-])cc3)C=C2c2ccccc2)cc1
 : 16, 0
> CCCC1CCC2(CC1)CC[C@H]2OC(=O)Nc1ccc2c(c1)OCO2 (some centres undefined)
 : 44, -7
> COc1ccccc1NC(=O)N1CCC(c2nc3ccncc3n2C(C)C)C1 (centres undefined)
 : 3, -11
> COc1cccc(OCCCCN2CCCCCC2)c1
 : -1, -1
> O=[N+]([O-])c1ccc(Cn2cc(-c3cccc(C(F)(F)F)c3)nn2)cc1
 : 9, 1
> Cc1cc2c(c(=O)o1)C(c1ccc(F)cc1F)C(C#N)=C(N)O2 (centres undefined)
 : -1, -19
> COc1ccc(OC)c(C2CN(C(=O)C(C)C)CC2C(=O)N2CCCCC2)c1 (centres undefined)
 : 6, -3
> O=C(CN(c1ccc([N+](=O)[O-])cc1)S(=O)(=O)c1ccccc1)Nc1ccccc1
 : 24, 0
> COc1ccc(NC(=O)c2cc(Cl)ccc2OC)c([N+](=O)[O-])c1
 : 2, 8
> CCc1ccc(OCC(=O)NCCc2ccccc2)cc1
 : -19, -41
> CCC(C)(C(=O)NC1CCCCC1)N(Cc1ccco1)C(=O)c1cnccn1 (centres undefined)
 : 13, 0
> OC1CCN(Cc2ccc(OCc3ccccc3)cc2)CC1
 : 0, -5
> Cc1nccn1S(=O)(=O)c1cc(Cl)c(Cl)cc1Cl
 : 0, -2

Later entries.
Results follow in this order: mHTT CaM bind, Pf apPOL block
> CC(C)NC(=O)c1cc(N2CCCC2)n2nccc2n1
 : -24, -5
> CCCN(C)C(=O)c1ccc(-c2ccnc(N3CCCCC3)n2)cc1
 : -28, -3
> COc1ccc(S(=O)(=O)Nc2ccc(Oc3ccc(C)nn3)cc2)cc1Cl
 : -8, -4
> Cc1ccc2ncn(C3CCN(S(=O)(=O)c4cc(F)cc(F)c4)CC3)c(=O)c2c1
 : -5, 2
> CCOc1ccc(C2C(C(=O)c3cccs3)=C(O)C(=O)N2Cc2cccnc2)cc1 (centres undefined)
 : 2, -2
> Fc1cccc(-c2noc(-c3ccc(NCc4ccccn4)nc3)n2)c1
 : -3, -12
> CN(C)CC(=O)C12CC3CC(C1)CC(c1ccccc1)(C3)C2
 : 1, -2
> Cc1ccccc1CNC(=O)c1cc2ccncc2n1C
 : -2, -6
> CCOC(=O)c1cnn(C)c1NC(=O)c1nccnc1C(=O)O
 : x, 3
> CCc1ccccc1NC(=O)CC1SC(=N)NC1=O (centres undefined)
 : 0, 22
> CCc1nc(-c2ccc(C(=O)N3CCN(c4ccccn4)CC3)cc2)cs1
 : 10, 0
> Cc1cc(C)cc(-n2c(C)nc3cc(C(=O)NCCCN4CCOCC4)ccc32)c1
 : 27, -10
> Cc1oc2c(c1C(=O)NC1CCCCC1)C(=O)c1ccccc1C2=O
 : 8, -5
> CC(NC(=O)C1CCN(S(=O)(=O)N2CCC3(CC2)OCCO3)CC1)c1ccccc1 (centres undefined)
 : 6, -15
> COc1ccccc1NC(=O)c1ccc2nc(-c3ccccc3)cn2c1
 : 3, 0

The results go on:
Results follow in this order: mHTT CaM bind, Pf apPOL block
> CC(C)(C)n1ncc2c(=O)n(NC(=O)C3(c4ccc(Cl)cc4)CCCC3)cnc21
 : -3, -4
> CCOc1ccccc1C(=O)NCCc1csc(-c2cccnc2)n1
 : -16, -9
> COc1ccc(NC(=O)c2cnc3ccccc3n2)cc1
 : 4, -6
> CCN(CC)C(=O)CSc1nc2ccccc2n1S(=O)(=O)c1cc([N+](=O)[O-])ccc1C
 : -1, 0
> O=C(c1cnn2c3c(cnc12)CCCCCC3)N1CCN(c2ccccc2)CC1
 : 10, 0
> CCC(C)(C(=O)NC1CCCC1)N(C(=O)c1cnccn1)c1ccccc1 (centres undefined)
 : 2, -4
> O=C(Nc1ccc(N2CCOCC2)cc1)C1CCN(c2cncnc2N2CCCC2)CC1
 : 2, 2
> COc1ccc2oc(=Nc3ccc(C(=O)O)cc3)c(C(=O)Nc3cc(Cl)ccc3OC)cc2c1
 : 22, -1
> O=C(c1ccc(-c2nc(-c3cccc(F)c3)no2)cc1)N1CCCCC1
 : -12, -4
> Cc1ccc(C2CC(c3ccccc3Cl)Nc3nc(N)nn32)cc1 (centres undefined)
 : 67*, -3
> O=C1c2ccccc2C(=O)N1CNc1ccc(Cl)cc1Cl
 : 15, 0
> O=C(Nc1ccc(Cl)cc1)c1cc(S(=O)(=O)NCc2ccccc2)ccc1Cl
 : 13, -1
> CC(Cc1ccc(O)c(O)c1)C(C)Cc1ccc(O)c(O)c1 (centres undefined)
 : x, 0
> Cc1ccsc1C(=O)N1CCC(CCOc2cccc(F)c2)CC1
 : -24, -4
> Cc1cccc(C(=O)N2CCc3c(c(-c4nc(Cc5ccccc5)no4)nn3C)C2)c1
 : 8, 0

(list continues)
Results follow in this order: mHTT CaM bind, Pf apPOL block
> Cn1cc2c3c(cccc31)CN(C(=O)Nc1ccc3c(c1)OCCO3)CC2
 : 27, -5
> CCOc1cccc(CN2CCc3nc(N4CCN(c5ccccc5)CC4)ncc3C2)c1
 : 31, 11
> O=c1[nH]cnc2scc(-c3ccc(Br)cc3)c12
 : 0, -6
> CC(C)Cn1cnc2c(-c3cccc(Cl)c3)csc2c1=O
 : -23, 2
> COC(=O)Cc1ccc2oc3ccccc3c(=O)c2c1
 : x, -9
> Cc1oc(C2CCN(C(=O)c3ccccc3Br)CC2)nc1C(=O)N1CCCC1
 : 2, -6
> NC(=O)CN(c1ccc(Cl)cc1Cl)S(=O)(=O)c1ccccc1
 : 1, -6
> Cc1ccc(Cn2nnc3c2-c2ccccc2S(=O)(=O)N(C2CC2)C3)cc1
 : 19, -2
> COc1ccccc1NS(=O)(=O)c1cc2c(s1)CCN(C(=O)C1CCC1)C2
 : 14, -2
> O=C(NCCSc1c[nH]c2ccccc12)c1cccc(C(F)(F)F)c1
 : 19, -6
> COc1ccc(C(=O)N2CCC(c3cc(N)on3)CC2)cc1
 : 1, 1
> COc1cc2c(cc1OC)C(C(=O)O)C(c1cccnc1)N(C)C2=O (centres undefined)
 : -2, -3
> COc1cc2c(cc1OC)C(C(=O)NC1CCCCC1)C(c1ccccc1F)N(C)C2=O (centres undefined)
 : -4, -7
> COc1cc(OC)c(C2N(c3ccc(Cl)c(Cl)c3)C(=O)C3CCCN32)cc1OC (centres undefined)
 : 98*, -1
> CC(=O)Nc1ccc(C(=O)Nc2ccc(I)cc2)cc1
 : 3, -1

Reprinted from the part before: two compounds, then new ones.
Results follow in this order: mHTT CaM bind, Pf apPOL block
> COc1cc(OC)c(C2N(c3ccc(Cl)c(Cl)c3)C(=O)C3CCCN32)cc1OC (centres undefined)
 : 98*, -1
> CC(=O)Nc1ccc(C(=O)Nc2ccc(I)cc2)cc1
 : 3, -1
> O=C(c1cccs1)N1CCC(CCOc2ccccc2)CC1
 : -20, -1
> COc1ccc(N2C=C(C#N)S(=O)(=O)c3cc(F)ccc32)cc1OC
 : -7, 2
> CCCN1CCC(=O)N([C@H](CSc2ccc(C)cc2)c2ccccc2)CC1
 : 6, -2
> O=C(C1CC1)N1CCc2cc(S(=O)(=O)Nc3cccc(C(F)(F)F)c3)ccc21
 : 3, 10
> O=C(Nc1ccc([N+](=O)[O-])cc1)c1sc2cccc(Cl)c2c1Cl
 : -2, 7
> O=c1cc[nH]c2ccc([N+](=O)[O-])cc12
 : 1, -10
> Cc1ccc(C(CC#N)C2CCOC(C)(C)C2)cc1 (centres undefined)
 : -6, 4
> O=S(=O)(c1cccc2nsnc12)N1CCN(C(c2ccccc2)c2ccccc2)CC1
 : 15, x
> CC(Cn1nc(-c2cccs2)ccc1=O)C(=O)NCc1ccccn1 (centres undefined)
 : -5, 2
> Cc1nn(-c2ccccc2)c2sc(C(=O)Nc3ccc(C)c4ncccc34)cc12
 : 21, 5
> CCc1c(C)sc(NC(=O)CCCn2nc(C)c([N+](=O)[O-])c2C)c1C#N
 : 1, 5
> COc1ccc(CNC(=O)CN2C(=O)NC3(CCC(C(C)(C)C)CC3)C2=O)cc1OC (centres undefined)
 : -1, -4
> CCc1cccc(C)c1NC(=O)CSc1nnc(N)s1
 : 0, 1
> Nc1nc(SCc2ccc(Br)cc2)n[nH]1
 : 1, -29
> C=CCn1c(SCC(=O)Nc2nnc(CC)s2)nnc1-c1cccnc1
 : -6, -1

The listing continues:
Results follow in this order: mHTT CaM bind, Pf apPOL block
> CN(C)c1scc(-c2ccccc2)c1C#N
 : x, -10
> CCCCNC(=O)C1CC(c2ccccc2F)=NO1 (centres undefined)
 : -7, -2
> Cc1ccc(F)c(N2CCN(C(=O)c3ccccc3C)C(C)C2=O)c1 (centres undefined)
 : -2, -1
> Cn1c(CSc2nnc(SCc3ccccc3)s2)nc2ccccc21
 : -11, -8
> CCCNC(=O)Cn1cccc1-c1nc(-c2ccccc2)cs1
 : -5, 0
> O=C(O)C1CC2C=CCC(C1)C2=O (centres undefined)
 : x, -2
> COc1ccc(CCNC(=O)C(Sc2ccccc2N)c2ccccc2)cc1OC (centres undefined)
 : x, 31
> COc1ccc(NC(=O)C2(C)Oc3cccnc3N(C)C2=O)cc1Cl (centres undefined)
 : 1, -2
> O=C(Nc1ccc(F)cc1F)c1cc(I)ccc1Cl
 : -3, 3
> O=S(=O)(NCCCN1CCOC(c2ccccc2)C1)c1ccccc1Cl (centres undefined)
 : -1, 2
> CCCCNC(=O)CSc1nc2cc3c(cc2c(=O)n1CCCN(CC)CC)OCO3
 : -4, -4
> Cc1cn2cc(-c3cccc(Br)c3)nc2s1
 : -9, -2
> O=C(Nc1ccc(F)c(Cl)c1)c1ccccc1Br
 : -8&-6, 1&-2
> CCC1(C)Oc2ccc(NC(=O)c3cc(F)c(F)cc3Cl)cc2O1 (centres undefined)
 : 4, -3
> O=Cc1cccn1-c1ncnc2sc3c(c12)CCCC3
 : -2, -2

Given field by field: 4 of the compounds above
> NC(=O)CN(c1ccc(Cl)cc1Cl)S(=O)(=O)c1ccccc1
  mHTT CaM bind = 1
  Pf apPOL block = -6

> Cc1ccc(Cn2nnc3c2-c2ccccc2S(=O)(=O)N(C2CC2)C3)cc1
  mHTT CaM bind = 19
  Pf apPOL block = -2

> COc1ccccc1NS(=O)(=O)c1cc2c(s1)CCN(C(=O)C1CCC1)C2
  mHTT CaM bind = 14
  Pf apPOL block = -2

> O=C(NCCSc1c[nH]c2ccccc12)c1cccc(C(F)(F)F)c1
  mHTT CaM bind = 19
  Pf apPOL block = -6

Continuation:
Results follow in this order: mHTT CaM bind, Pf apPOL block
> Cc1ccc(S[C@@H](CCN2CC[C@H](O)CCC2=O)c2ccccc2)cc1
 : 13, -5
> Cc1nn(Cc2nc(-c3cccc([N+](=O)[O-])c3)cs2)c(C)c1Br
 : x, -8
> CCN1/C(=C/C(=O)c2ccco2)Sc2ccccc21
 : -13, 1
> CC(=O)Nc1ccc(C2(C(=O)N(C)Cc3ccccc3)CCCCC2)cc1
 : 38, -8
> Cc1ccc(N2CC(C(=O)NCC3CCN(C(=O)Oc4ccccc4)CC3)CC2=O)cc1C (centres undefined)
 : 9, -9
> CCN1CCN(CCCNC(=O)C2CCN(c3nccc(C)n3)CC2)CC1
 : -1, -1
> COc1ccc(C(=O)CSc2nnc(-c3ccncc3)n2-c2ccccc2)cc1
 : 3, 1
> COc1ccc(Br)cc1C1=N/C(=C/C(Cl)=C/c2ccccc2)C(=O)O1
 : 10, -8
> CC(=O)Nc1cc2c(cc1C(=O)c1ccccc1Br)OCCO2
 : 1, -6
> O=C(Nc1ccc(F)c(F)c1)c1ccc([N+](=O)[O-])cc1Cl
 : 2, -1
> O=S1(=O)CCOC[C@H](Cc2ccccc2)N1Cc1ccccc1Br
 : -24, -2
> Cc1cc(C2CCCN2C(=O)Cc2ccc(F)cc2Cl)on1 (centres undefined)
 : -3, -2
> COc1ccccc1-c1cc(C(F)(F)F)nc(N2CCN(C)CC2)n1
 : 37, -5
> CS(=O)(=O)OC1C(=O)c2ccccc2OC1c1ccc(Br)cc1 (centres undefined)
 : x, 1
> CCNc1cc(N2CCC(CCC(=O)NCc3ccc(OC)cc3)CC2)ncn1
 : 2, -3
> Cc1ccc(CNc2ncnc3c2cnn3-c2ccc(C)cc2C)cc1
 : 13, 3
> O=C(NCc1ccccc1F)C1c2ccccc2CCN1C(=O)C1CC1 (centres undefined)
 : -5, -9
> CCc1ccccc1NC(=O)c1c(C)sc2c(=O)n(C3CC3)cnc12
 : 1, -2
